Source: PubChem BioAssay
GalR3 antagonist = GalR3 antagonists in HEK293 cells, primary screen, cell-based, fluorescence readout. Galanin receptor type 3 (Homo sapiens), O60755. HEK293 GalR3-CNG cAMP membrane potential fluorescence; galR3 body fused to GalR1 C-terminus. inhibition, % at 3 µM. 360,000 compounds, 0.44% hits;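 active = inhibition above the screen-wide average plus 3 SD, cut at about 13% in these data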;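 also: forskolin and galanin both at EC90 stimulate the cells; cAMP rise reported by CNG channel membrane potential dye signal; 0% = forskolin plus galanin with DMSO and 100% = forskolin alone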
Target sequence (O60755 1-299 limits assumed): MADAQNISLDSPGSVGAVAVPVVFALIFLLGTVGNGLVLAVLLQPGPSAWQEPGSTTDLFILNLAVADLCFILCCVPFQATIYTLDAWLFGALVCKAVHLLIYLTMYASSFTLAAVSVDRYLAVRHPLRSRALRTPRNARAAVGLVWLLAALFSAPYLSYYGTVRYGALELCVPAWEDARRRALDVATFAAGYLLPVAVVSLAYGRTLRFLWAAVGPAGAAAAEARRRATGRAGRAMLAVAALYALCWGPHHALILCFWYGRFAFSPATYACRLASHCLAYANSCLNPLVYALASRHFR
Starred values were filed as active, the others as inactive.

The opening 5 entries, ahead of the listing:
CCCCCC(=O)N1C[C@@H](O)[C@H](n2cc(COC(=O)c3ccccc3)nn2)C[C@@H]1c1ccc(Cl)cc1
- GalR3 antagonist = -7
CCOC1=C2[C@@H](CN(S(=O)(=O)c3ccccc3C)[C@H]2c2ccc(Cl)cc2)[C@H]2C(=O)NC(=O)[C@H]2C1
- GalR3 antagonist = -4
CN(Cc1cccc(C(F)(F)F)c1)C(=O)[C@H]1O[C@@H](n2ccc(N)nc2=O)[C@H](O)[C@@H]1O
- GalR3 antagonist = 0
COc1ccccc1Cc1c(-c2ccco2)nc2ccc(C)cn12
- GalR3 antagonist = -4
COc1cc(CNC(=O)c2cc(-c3cc(Cl)ccc3C)n[nH]2)cc(OC)c1
- GalR3 antagonist = -5

The listing, from the start:
CCCCCC(=O)N1C[C@@H](O)[C@H](n2cc(COC(=O)c3ccccc3)nn2)C[C@@H]1c1ccc(Cl)cc1
- GalR3 antagonist = -7
CCOC1=C2[C@@H](CN(S(=O)(=O)c3ccccc3C)[C@H]2c2ccc(Cl)cc2)[C@H]2C(=O)NC(=O)[C@H]2C1
- GalR3 antagonist = -4
CN(Cc1cccc(C(F)(F)F)c1)C(=O)[C@H]1O[C@@H](n2ccc(N)nc2=O)[C@H](O)[C@@H]1O
- GalR3 antagonist = 0
COc1ccccc1Cc1c(-c2ccco2)nc2ccc(C)cn12
- GalR3 antagonist = -4
COc1cc(CNC(=O)c2cc(-c3cc(Cl)ccc3C)n[nH]2)cc(OC)c1
- GalR3 antagonist = -5
CCC(=O)N[C@@H]1C=C[C@@H](CC(=O)NCc2ccccc2F)O[C@@H]1CO
- GalR3 antagonist = -5
Cn1ccc2c(-c3ccc(C(=O)O)cc3)cc3c(c21)C1CCC3O1 (stereo unspecified)
- GalR3 antagonist = 0
CC1(C)CC(=O)C(CC(=O)c2ccccc2)=C(NN=C(N)N)C1
- GalR3 antagonist = -1
Cc1c(C(=O)NCc2cccc(C(F)(F)F)c2)sc(=O)n1Cc1ccc(S(=O)(=O)N(C)C)cc1
- GalR3 antagonist = -2
O=S(=O)(O)c1cc2onnc2c2ccccc12
- GalR3 antagonist = -4
O=C(c1ccc([N+](=O)[O-])cc1)N1CCOCC1
- GalR3 antagonist = -6
COc1ccc(NC(=O)C2(C)CCN2Cc2ccc(SC)cc2)cc1OC (stereo unspecified)
- GalR3 antagonist = -7
CC(NC(=O)CN1c2cccc3cccc(c23)S1(=O)=O)c1ccccc1 (stereo unspecified)
- GalR3 antagonist = 2
COc1cccc2c1C(=O)c1c(O)c3c(c(O)c1C2=O)CC(O)(C(C)=O)CC3OC1CC(O)C(O)C(C)O1 (stereo unspecified)
- GalR3 antagonist = -8
OCC1OC(Nc2ccccc2C=NO)C(O)C1O (stereo unspecified)
- GalR3 antagonist = 0

Quoted from the results shown (2 entries):
O=S(=O)(O)c1cc2onnc2c2ccccc12
- GalR3 antagonist = -4
O=C(c1ccc([N+](=O)[O-])cc1)N1CCOCC1
- GalR3 antagonist = -6

(listing goes on)
O=C(NCC[C@H]1CC[C@@H](NC(=O)C2CCC2)[C@@H](CO)O1)c1cc(Cl)cc(Cl)c1
- GalR3 antagonist = -7
C[C@H](O)[C@@H]1CN2CCc3ccc(-c4ccc5c(c4)OCO5)cc3[C@@H]2C[C@@H]1N(C)C(=O)C1CCCCC1
- GalR3 antagonist = -7
CCc1nc2ccc(C(=O)NCCc3ccccn3)cn2c1N(CC)CCOC
- GalR3 antagonist = 1
O=[N+]([O-])c1cccc(Oc2ncccc2[N+](=O)[O-])c1
- GalR3 antagonist = -3
C[C@H](CO)N1C[C@H](C)[C@H](CN(C)S(C)(=O)=O)OCc2ccccc2-c2c(n(C)c3ccccc23)C1=O
- GalR3 antagonist = -8
CCc1nc2ccc(C(=O)N3CCC(O)(Cc4ccccc4)CC3)cn2c1N(C)C(=O)Cc1ccccc1
- GalR3 antagonist = -1
COc1ccc(S(=O)(=O)N2CCC(C(=O)N[C@H](C(=O)NCc3ccccc3)C(C)C)CC2)cc1
- GalR3 antagonist = 5
COc1ccc(C(NC(=O)C2CCN(C/C=C/c3ccc(OC(C)=O)c(OC)c3)CC2)c2ccccn2)cc1 (stereo unspecified)
- GalR3 antagonist = -8
CC(C)CN(C(=O)COC(=O)/C=C/c1ccc(Cl)c(Cl)c1)c1c(N)n(Cc2ccccc2)c(=O)[nH]c1=O
- GalR3 antagonist = 8
CCc1noc(C)c1C(=O)NCCN1C(=O)S/C(=C\c2ccccc2F)C1=O
- GalR3 antagonist = -6
Cc1ccc(-c2nn(-c3ccccc3)cc2C=C2SC(=S)N(CCS(=O)(=O)O)C2=O)cc1
- GalR3 antagonist = -8
O=C(CC[C@H]1O[C@@H](n2cnc3c(NC(=O)c4ccccc4)ncnc32)[C@H](O)[C@@H]1O)NCC(F)(F)F
- GalR3 antagonist = -5
Cc1cc(/C=C2/C(=N)N3C(c4ccccc4)=CSC3=NC2=O)c(C)n1-c1ccc(Cl)cc1
- GalR3 antagonist = 4
O=C(Nc1cc(Cl)ccc1N1CCOCC1)c1ccc2c(c1)OCO2
- GalR3 antagonist = -3
COCCS(=O)(=O)N(Cc1ccccc1)[C@H](C(=O)OC)C(C)C
- GalR3 antagonist = -4

C#CCN(C[C@H]1[C@H](OC(=O)Nc2c(C)noc2C)[C@H](OC(=O)Nc2c(C)noc2C)C[C@@H](C(=O)OC)[C@H]1C(=O)OC)S(=O)(=O)c1ccc(C)cc1
- GalR3 antagonist = -4
CC1(C(=O)NS(=O)(=O)c2ccc(F)cc2F)CCN1C(=O)C1CCCCC1 (stereo unspecified)
- GalR3 antagonist = -3
FC(F)(F)c1ccc(-c2cccc3c2C2CC3CCN2)cc1 (stereo unspecified)
- GalR3 antagonist = 2
NS(=O)(=O)c1cccc(NC(=O)CSc2nc3ccccc3c(=O)n2CC2CCCO2)c1 (stereo unspecified)
- GalR3 antagonist = -1
CC(=O)Nc1ccc(C=NNc2nnc(NN=Cc3ccc(NC(C)=O)cc3)c3ccccc23)cc1
- GalR3 antagonist = -2
COc1ccccc1-c1nnc(SC(C)C(=O)NCC2CCCO2)n1C (stereo unspecified)
- GalR3 antagonist = 3
CC(=O)Nc1ccc(CN(C)c2c(C)nc3ccc(C(=O)N(C)Cc4ccco4)cn23)cc1
- GalR3 antagonist = -6
CCOC(=O)C1=CC[C@@H](c2ccccc2)N(S(=O)(=O)c2ccc(C)cc2)[C@H]1c1ccc(C#N)cc1
- GalR3 antagonist = -2
Cc1cc(C)n2nc(C(=O)OCC(=O)Nc3cc(S(=O)(=O)N4CCOCC4)ccc3Cl)nc2n1
- GalR3 antagonist = -8
COc1cc(C=C2CCCC(=Cc3ccc(OCC4CO4)c(OC)c3)C2=O)ccc1OCC1CO1 (stereo unspecified)
- GalR3 antagonist = -4
Cc1ccc(-c2cc(NC(=O)Cc3c(C)[nH]c4ccccc34)ccc2Nc2cccnc2)cc1
- GalR3 antagonist = 0
COc1ccc(CNC(=O)C[C@H]2C[C@H](C(=O)N(C(C)C)C(C)C)[C@@]3(C)c4[nH]c5ccc(Cl)cc5c4CCN3C2=O)cc1OC
- GalR3 antagonist = -4
Oc1cccc(CN2CCOCC2)c1O
- GalR3 antagonist = -2
CC1(C)Cc2c(sc(NC(=O)Cc3ccccc3)c2C#N)C(C)(C)N1
- GalR3 antagonist = -2
CCOC(=O)C1=C(C(=O)OCC)C2N(Cc3ccc(C#N)cc3)c3ccccc3[C@@]23C[C@@H](C(=O)OC)N(S(=O)(=O)c2ccc(C#N)cc2)C3=N1 (stereo partly specified)
- GalR3 antagonist = -5

CCCCCCN1C[C@@H](O)[C@H](n2cc(COC(=O)c3ccccc3)nn2)C[C@@H]1c1ccc(OC)cc1
- GalR3 antagonist = 2
COC(=O)[C@@]12C[C@@H](CC(=O)NCCc3ccccc3OC)C(=O)N(Cc3ccc4c(c3)OCO4)C1=CCC(C)(C)C2
- GalR3 antagonist = -5
CCOC(=O)C1C(=O)NC(C(=O)OCC)(C(=O)OCC)C1C(C)CC (stereo unspecified)
- GalR3 antagonist = -3
COC(=O)c1cc(=O)c2c(ccc3oc(=O)ccc32)[nH]1
- GalR3 antagonist = -8
CC(=O)Nc1ccc(-c2ccnc3c2CC(C)(C(=O)NCCN(C)C)O3)cc1 (stereo unspecified)
- GalR3 antagonist = -6
CCN1CCN(S(=O)(=O)c2ccc(Cl)c(C(=O)N(C)CC(=O)Nc3c(C)cccc3C)c2)CC1
- GalR3 antagonist = 6
O=C1NC[C@H](Cc2ccccc2)N(C[C@H]2CCCN2C[C@H](Cc2ccccc2)N2C[C@H](Cc3ccc(O)cc3)N(CC3CCCCCC3)C(=O)C2=O)C1=O
- GalR3 antagonist = -5
O=C(Cn1c(=O)ccn(Cc2ccccc2)c1=O)Nc1cccc(S(=O)(=O)N2CCOCC2)c1
- GalR3 antagonist = 0
Cc1cccc[n+]1CC(=O)c1ccc([N+](=O)[O-])cc1
- GalR3 antagonist = -2
C[C@H](CO)N1C[C@H](C)[C@H](CN(C)S(=O)(=O)c2ccc3ccccc3c2)OCc2cnnn2CCCC1=O
- GalR3 antagonist = -8
COc1cc(CNc2ncnc3c2ncn3[C@H]2CN(Cc3cccc(C(F)(F)F)c3)C[C@@H](COC(C)=O)O2)cc(OC)c1OC
- GalR3 antagonist = -5
COc1ccccc1S(=O)(=O)N(C)C[C@@H]1OCc2cnnn2CCCC(=O)N([C@@H](C)CO)C[C@@H]1C
- GalR3 antagonist = -6
CCCCNc1ccc2c(c1)OC[C@@H](CC(C)C)NS2(=O)=O
- GalR3 antagonist = -4
O=S(=O)(CC(O)(c1ccccc1)c1ccccc1)CC(O)(c1ccccc1)c1ccccc1
- GalR3 antagonist = -9
CC1CC(=O)N(CCc2ccccc2)C(=O)C1
- GalR3 antagonist = -5

Some of the entries so far, with bars between the fields.
Compound | GalR3 antagonist
CCCCCCN1C[C@@H](O)[C@H](n2cc(COC(=O)c3ccccc3)nn2)C[C@@H]1c1ccc(OC)cc1 | 2
CC1CC(=O)N(CCc2ccccc2)C(=O)C1 | -5
CC(=O)Nc1ccc(-c2ccnc3c2CC(C)(C(=O)NCCN(C)C)O3)cc1 (stereo unspecified) | -6

Following part.
CCOc1cc(C#N)ccc1OCC(=O)NNC(=O)CC1CCS(=O)(=O)C1 (stereo unspecified)
- GalR3 antagonist = -4
C[C@@H]1CN([C@@H](C)CO)C(=O)CCCn2nncc2CO[C@H]1CN(C)Cc1cccc(C(F)(F)F)c1
- GalR3 antagonist = -4
COC(=O)[C@]12CCCCC=C1N(Cc1ccc3c(c1)OCO3)C(=O)[C@H](CC(=O)NCC13CC4CC(CC(C4)C1)C3)C2
- GalR3 antagonist = -8
CCCCN(C)C(=O)c1ccc(Nc2nc(C(N)Cc3ccccc3)cs2)nc1 (stereo unspecified)
- GalR3 antagonist = -9
Cc1noc(C)c1C(=O)N1CCC1(C)C(=O)NS(=O)(=O)c1ccc(Br)cc1 (stereo unspecified)
- GalR3 antagonist = -1
CCCCN1C(=O)C(CC(=O)NC(c2ccccc2)c2ccccc2)CC(C(=O)N2CCCCCC2)=C1C (stereo unspecified)
- GalR3 antagonist = -7
COC(=O)CCCC[C@@H]1O[C@H](CCc2ccccc2)Cc2[nH][nH]c(=O)c21
- GalR3 antagonist = 1
COC(=O)[C@]12CCCCC=C1N(CCC1=CCCCC1)C(=O)[C@H](CC(=O)NCCCCc1ccccc1)C2
- GalR3 antagonist = -6
O=C(NC(c1ccccc1)c1ccc2ccccc2n1)C1CCN(Cc2ccc(Oc3ccccc3)cc2)CC1 (stereo unspecified)
- GalR3 antagonist = -3
COc1ccc(C=C2SC(=S)NC2=O)cc1
- GalR3 antagonist = -5
C[C@@H]1ON(C)[C@H]2C[C@H]3c4[nH]c5cccc(-c6ccc7c(c6)OCO7)c5c4CCN3C(=O)[C@@H]12
- GalR3 antagonist = -9
COCOc1cccc(CN2CCC2(C)C(=O)Nc2cc(OC)ccc2OC)c1 (stereo unspecified)
- GalR3 antagonist = -8
COc1cccc(C(O)c2nc(/C=C/c3ccccc3)cs2)c1 (stereo unspecified)
- GalR3 antagonist = -1
O=C(NCc1ccccc1)[C@@H]1CCCN1C(=O)[C@H]1CCCN1C(=O)c1ccc(OC(F)(F)F)cc1
- GalR3 antagonist = -1
Cc1nc(SCC(=O)NCC2COc3ccccc3O2)c2c(C)c(C)sc2n1 (stereo unspecified)
- GalR3 antagonist = -4

Nc1c(N(CCC2=CCCCC2)C(=O)COc2ccc(F)cc2Cl)c(=O)[nH]c(=O)n1Cc1ccccc1
- GalR3 antagonist = -1
C=CCC12C[C@@]3(O[C@H](c4ccc(C(F)(F)F)cc4)N=C3C[C@H](c3ccc(OC)cc3)[C@H]1C)N(Cc1ccc3c(c1)OCO3)C2=O
- GalR3 antagonist = -9
CN(Cc1ccc(Cl)cc1)C(C(=O)NC1CCCCC1)c1ccnc2ccccc12 (stereo unspecified)
- GalR3 antagonist = -8
O=C(Nc1ccc2c(c1)CN(C(=O)Nc1ccc(F)cc1)CC2)c1ccccn1
- GalR3 antagonist = -6
CC(=O)C1CCC2C3CC(C)C4=CC(=O)CCC4(C)C3C(=O)CC12C (stereo unspecified)
- GalR3 antagonist = -3
Cc1ccc(S(=O)(=O)NC(=O)C2(C)CCN2C(=O)c2ccccc2CCc2ccccc2)cc1 (stereo unspecified)
- GalR3 antagonist = -6
CCOC(=O)C1CCN(C(=O)c2ccccc2)C(CC)C1=O (stereo unspecified)
- GalR3 antagonist = -4
CC(C)N(C(=O)[C@H]1C[C@H](CC(=O)NC(C)(C)C)C(=O)N2CCc3c([nH]c4ccc(Cl)cc34)[C@]12C)C(C)C
- GalR3 antagonist = -6
C=CCN1C[C@@H](COCc2ccccc2)OCCS1(=O)=O
- GalR3 antagonist = -2

Ordered by heavy-atom count (falling): some entries from above
C=CCC12C[C@@]3(O[C@H](c4ccc(C(F)(F)F)cc4)N=C3C[C@H](c3ccc(OC)cc3)[C@H]1C)N(Cc1ccc3c(c1)OCO3)C2=O
- GalR3 antagonist = -9
Cc1ccc(S(=O)(=O)NC(=O)C2(C)CCN2C(=O)c2ccccc2CCc2ccccc2)cc1 (stereo unspecified)
- GalR3 antagonist = -6
O=C(Nc1ccc2c(c1)CN(C(=O)Nc1ccc(F)cc1)CC2)c1ccccn1
- GalR3 antagonist = -6
C=CCN1C[C@@H](COCc2ccccc2)OCCS1(=O)=O
- GalR3 antagonist = -2

Some of the compounds tested; the hit share may differ from the screen's.
